# ARNT TACC3 PPI = disruptors of human ARNT/TACC3 interaction; Q9Y6A5; AlphaScreen His-ARNT PAS-B/GST-TACC3 binding, luminescence; TACC3 fragment carries E629A point mutation; inhibition, % at 9.99 µM; 390,000 tested, 0.66% active;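 active = mean inhibition of replicates at least 50% and at least half of replicates each reaching 50%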;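 also: 0% = complete ARNT plus TACC3 wells and 100% = ARNT alone without TACC3; many hits fall short of the cut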
# Statin myotox sup = suppression of simvastatin myotoxicity; C2C12 myotubes + simvastatin, ATP luminescence, 48 h; scaled: DMSO 0, geranylgeraniol control 100; rescue of ATP level, % at 7.49 µM; 330,000 tested, 0.78% active;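 active = mean ATP rescue above about 67%, or every replicate alone reaching that limit, limit read from the data, passing the limit was not always enough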;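 also: myotubes were challenged with 10 µM simvastatin during compound exposure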
# GSIS activator = primary screen for activators of insulin secretion dependent on glucose, INS-1E cells, GLuc reporter luminescence. INS-1E GLuc reporter insulin secretion, 2-3 h. activation, % at 16.6 µM. 370,000 tested, 0.61% active;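 active = lowest replicate activation of at least 40%, so every replicate reaches that level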;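 also: 0% = median of neutral control wells and 100% = median of IBMX positive control wells; some compounds called inactive have numbers as strong as hits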
# PAX8 inh HTS = lowers PAX8-driven luciferase in RMG-I cells; RMG-I TPO-luciferase reporter, SteadyGlo, 24 h; inhibition, % at 12.6 µM; 360,000 tested, 1.2% active; AID 652154;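 active = mean replicate inhibition at least 60% with every replicate also reaching 60%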;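 also: luciferase light reporting Pax8 driven TPO promoter activity; plate controls were median of neutral control wells for no effect and mitoxantrone controls for full effect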
# LGR2 inh = Drosophila LGR2 receptor signaling inhibition | AID 720647 | inhibition, % at 9.99 µM | 380,000 tested, 0.35% active | HEK293 LGR2, CRE-luciferase, bursicon-stimulated, 4 h;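 active = drop in luminescence signal, shown as inhibition above about 50% in the replicate tests, limit read from the data, passing the limit was not always enough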;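 also: agonist challenge used bursicon conditioned medium at about half maximal strength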
# Cneo AK release = causes C. neoformans cell lysis; adenylate kinase release luminescence, 4 h; normalised: neutral wells 0, clomiphene wells 100; lysis activity, % at 15 µM; 360,000 tested, 0.2% active;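 active = mean lysis activity across replicates of at least 80%, whatever share of replicates individually reach that level; inactive = mean lysis activity below 80%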
#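 Assay system: Cryptococcus neoformans yeast cells / Dosing: single-point compound dose / Timing: 4 h at 37 °C static, read 1 h later / Measured by: luminescence of released adenylate kinase using an AK detection reagent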
# PglD inh = inhibitors of Campylobacter jejuni PglD acetyltransferase; inhibition, % at 12.5 µM; 360,000 tested, 0.098% active; purified PglD enzyme, DTNB colorimetric CoA detection; in the data active = inhibition above about 16%, passing the limit was not always enough; also: strong numbers were not always called active
# PGC1a acetyl inh = modulators of PGC1a acetylation; inhibition, % at 15.6 µM; U2OS PGC1a acetylation, AlphaScreen anti-acetyl-lysine; with virally co-expressed GCN5 acetyltransferase; AID 651687; 350,000 tested, 0.17% active;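 active = every replicate shows inhibition of at least 40%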;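 also: 0% = neutral control wells and 100% = positive control wells; some results beyond the cut were filed as inactive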
# Numbers without * were called inactive; . = no result given; & = joins results of further samples.
SMILES,ARNT TACC3 PPI,Statin myotox sup,GSIS activator,PAX8 inh HTS,LGR2 inh,Cneo AK release,PglD inh,PGC1a acetyl inh
CCn1cc(CNC(=O)c2cc(-c3ccccc3OC)nc3ccccc23)c(C)n1,1,9,.,.,.,2,7,5
Cc1noc(C)c1S(=O)(=O)Nc1ccc2c(c1)C(=O)N([C@H](C)CO)C[C@H](C)[C@H](CN(C)C(=O)Nc1cccc3ccccc13)OCCCC[C@H](C)O2,9,.,-2,49,7,0,-1,16
C[C@@H]1CN([C@H](C)CO)C(=O)c2cccc(NC(=O)C3CCCCC3)c2O[C@@H]1CN(C)C(=O)Nc1ccc(F)cc1,-10,12,-11,.,24,-1,-1,2
COC(=O)c1ccccc1NC(=O)c1noc2c1CC(C(C)(C)C)CC2 (stereo unspecified),-16,6,.,.,.,-4,.,1
COc1cc(S(=O)(=O)N2CCCCC2)ccc1NC(=O)c1ccccc1Cl,3,-14,-3,.,4,-3,-4,-4
CCOC(=O)N1CCN(Cc2ccccn2)CC1,-4,-10,.,-2,.,-2,-1,-4
O=C(O)c1cc([N+](=O)[O-])ccc1NCCCc1ccccc1,-2,-3,.,-1,-18,1,-3,-3
O=C(c1ccco1)N1CCN(c2ccc([N+](=O)[O-])cc2Cl)CC1,5,.,1,-29,-8,.,.,-15
CC(Sc1nnnn1-c1ccccc1)C(=O)NC1CCCC1 (stereo unspecified),-1,-3,-11,-9,-4,1,0,.
C=C(C)COc1ccc(-c2[nH]ncc2Oc2ccccc2OCC)c(O)c1,4,-7,.,.,.,0,-3,-10
CC1CCc2cc(F)ccc2N1C(=O)c1cc2nc(-c3ccco3)cc(C(F)(F)F)n2n1 (stereo unspecified),-1,.,.,.,.,-1,-1,0
COCC(=O)N(C)C[C@@H]1Oc2ncc(C3=CCCC3)cc2C(=O)N([C@H](C)CO)C[C@@H]1C,.,-12,19,-23,-19,11,.,2
CCOC(=O)c1c(C)n(C)c2ccc(OC)c(NC(=O)CN3CCC4(CC3)OCCO4)c12,-6,0,.,.,.,0,2,3
O=C(NCC(c1ccco1)N1CCCC1)c1ccc(Cl)c(S(=O)(=O)N2CCc3ccccc32)c1 (stereo unspecified),-1,-31,-10,40,17,0,-4,-13
COc1ccc(NC(=O)Nc2ccc3c(c2)C(=O)N([C@@H](C)CO)C[C@H](C)[C@@H](CN(C)Cc2ccc4c(c2)OCO4)OCCCC[C@@H](C)O3)cc1,14,.,-32,-5,-10,1,-2,11
COc1ccc(-c2cc(C(=O)O)c3sc(N4CCCCC4)nc3n2)cc1OC,0,.,-7,-5,-6,0,1,6
Cc1cc(C)n2ncc(C(=O)Nc3cccc(O)c3)c2n1,3,.,-29,16,-10,.,.,-5
CC(C(=O)Nc1nc(-c2ccc(F)c(F)c2)cs1)N1C(=O)C2CC=CCC2C1=O (stereo unspecified),4,-16,-23,0,-10,0,7,1
CCCCc1nnc(NC(=O)c2ccc3[nH]c(=O)c(=O)[nH]c3c2)s1,.,1,-3,-3,-1,0,-8,0
O=C(Nc1ccc(-n2nncc2-c2ccco2)cc1)c1ccc(F)cc1,36,5,5,.,-5,-4,-3,-15

# 3 entries drawn at random from the list so far:
SMILES,ARNT TACC3 PPI,Statin myotox sup,GSIS activator,PAX8 inh HTS,LGR2 inh,Cneo AK release,PglD inh,PGC1a acetyl inh
COc1ccc(NC(=O)Nc2ccc3c(c2)C(=O)N([C@@H](C)CO)C[C@H](C)[C@@H](CN(C)Cc2ccc4c(c2)OCO4)OCCCC[C@@H](C)O3)cc1,14,.,-32,-5,-10,1,-2,11
COC(=O)c1ccccc1NC(=O)c1noc2c1CC(C(C)(C)C)CC2 (stereo unspecified),-16,6,.,.,.,-4,.,1
O=C(c1ccco1)N1CCN(c2ccc([N+](=O)[O-])cc2Cl)CC1,5,.,1,-29,-8,.,.,-15

# Compound profiles (already shown).
# `O=C(Nc1ccc(-n2nncc2-c2ccco2)cc1)c1ccc(F)cc1` is entered as ARNT TACC3 PPI = 36; Statin myotox sup = 5; GSIS activator = 5; PAX8 inh HTS = .; LGR2 inh = -5; Cneo AK release = -4; PglD inh = -3; PGC1a acetyl inh = -15
# `COc1cc(S(=O)(=O)N2CCCCC2)ccc1NC(=O)c1ccccc1Cl` is entered as ARNT TACC3 PPI = 3; Statin myotox sup = -14; GSIS activator = -3; PAX8 inh HTS = .; LGR2 inh = 4; Cneo AK release = -3; PglD inh = -4; PGC1a acetyl inh = -4

# Further compounds
SMILES,ARNT TACC3 PPI,Statin myotox sup,GSIS activator,PAX8 inh HTS,LGR2 inh,Cneo AK release,PglD inh,PGC1a acetyl inh
COc1ccc(-c2ccc([C@H]3[C@@H](CO)N4CCCCN(S(=O)(=O)c5cccs5)C[C@@H]34)cc2)cc1,-1,.,-35,-4,12,0,-1,-15
COc1ccc(CN(C)C[C@@H]2Oc3ccc(NC(=O)Nc4ccc(F)cc4)cc3C(=O)N([C@@H](C)CO)C[C@H]2C)cc1,-2,-3,2,3,7,-1,0,6
C[C@H]1CN([C@@H](C)CO)C(=O)Cc2cc(NS(=O)(=O)c3cccs3)ccc2O[C@@H]1CN(C)S(C)(=O)=O,-6,6,22,-2,-1,0,-3,4
CCOc1ccc(C(=O)OCC(=O)NC2CCCCCCC2)cc1,.,1,3,-1,8,-1,.,10
O=C(Nc1nnc(SCC(=O)N2CCCC2)s1)C1CC(=O)N(c2ccccc2)C1 (stereo unspecified),-9,3,5,10,5,0,-2,.
COCCN(CC(=O)Nc1cc(Cl)ccc1-n1cncn1)Cc1nc2ccccc2c(=O)[nH]1,3,-3,-2,17,-1,7,-1,.
OCC[C@@H]1C[C@@H](O)[C@H](O)[C@@]2(Cc3ccccc3CO2)O1,9,-4,18,14,-4,2,2,9
CC(NS(=O)(=O)c1cccc(C(=O)N(C)Cc2ccc(N3CCOCC3)cc2)c1)c1ccccc1 (stereo unspecified),.,0,-8,7,-7,0,1,7
O=C(Nc1ccccc1N1CCN(C(=O)c2ccccc2)CC1)c1ccc(Br)o1,14,-13,5,26,3,2,3,1
CN=C(Nc1ccc(C(=O)OC)s1)c1ccccc1,-2,.,0,-7,5,.,.,.
CCCNC(=O)N(C)C[C@H]1Oc2ncc(C3=CCCCC3)cc2C(=O)N([C@@H](C)CO)C[C@H]1C,.,15,-6,.,12,0,8,-6
COc1cc(C2CC(=O)N3CN(Cc4ccccc4)CSC3=C2C#N)ccc1OCc1ccccc1 (stereo unspecified),-1,2,.,13,.,1,6,.
C[C@@H]1CCCCO[C@@H](CN(C)C(=O)Cc2ccccc2)[C@H](C)CN([C@H](C)CO)C(=O)c2cc(N(C)C)ccc2O1,.,35,-17,14,0,.,.,-26
O=C(COC(=O)c1ccccc1Oc1ccccc1)NC1CC1,.,8,.,12,.,2,-1,.
CC(C)CCNC(=O)c1ccc(-n2cnc3cccnc32)cc1,6,8,31,-10,2,2,-3,8
C[C@@H]1CN([C@@H](C)CO)C(=O)Cc2cc(NS(=O)(=O)c3ccc(F)cc3)ccc2O[C@H]1CN(C)S(=O)(=O)c1cn(C)cn1,-11,-7,-3,-5,-5,-4,0,-3
Cc1ccccc1NC(=O)CN1C(=O)S/C(=C\c2ccc(-c3cc(C(=O)O)ccc3C)o2)C1=O,-3,.,17,-2,11,.,.,-10
O=C(O)[C@H]1[C@H](CO)[C@H]2Cn3c(cccc3=O)[C@H]2N1C(=O)NC1CCCC1,1,1,-5,.,3,-1,-1,.
C[C@H](O)C#Cc1cnc2c(c1)C(=O)N([C@H](C)CO)C[C@@H](C)[C@@H](CN(C)Cc1ccc(-c3ccccc3)cc1)O2,8&-1,35&0&-6,-8&10,65*,-8&9,-1&0&-7,-6&0&1,3&22&17
COc1ccccc1CNC(=O)C1CCN(S(=O)(=O)c2ccc3c(c2)OCCCO3)CC1,-3,.,-1,12,7,2,1,-1
Cc1noc(C)c1NC(=O)Nc1ccc2c(c1)C(=O)N([C@H](C)CO)C[C@H](C)[C@H](CN(C)S(=O)(=O)c1c(C)noc1C)OCCCC[C@H](C)O2,-3,6,11,-17,-12,-4,-3,7
CCCOc1ccc(C(=O)Nc2cc(-c3nn4c(C)nnc4s3)ccc2C)cc1,.,-10,20,7,-8,1,-2,-31
Cn1nc(C(C)(C)C)cc1C(=O)N1CCCCC1c1cc(C(=O)Nc2ccccc2Cl)no1 (stereo unspecified),.,3,-11,13,26,2,1,6
C[C@@H]1CN([C@@H](C)CO)C(=O)c2cc(C#Cc3ccccc3)cnc2O[C@@H]1CN(C)C(=O)c1ccccc1F,-3,-6,-23,.,-10,59,1,3
C[C@@H]1CN([C@@H](C)CO)C(=O)c2cccc(NC(=O)CCCCCC(=O)Nc3ccccc3N)c2O[C@@H]1CN(C)Cc1ccccc1,.,.,25,-15,-4,.,.,-2
CC1(c2ccccc2)NC(=O)N(CC(=O)Nc2cccc(C#N)c2)C1=O (stereo unspecified),-9,17,.,-14,.,-1,4,-7
S=C(Nc1ccc(Br)cc1)NC1CCCC1,-2,.,-30,-88,-69,.,.,-9
O=C(c1ccco1)N1CCC(c2ccccc2)C1 (stereo unspecified),4,2,.,.,.,1,6,-4
Cc1ccnc(OC(C(=O)O)C(OCc2ccccc2)(c2ccc(F)cc2)c2ccc(F)cc2)n1 (stereo unspecified),5,9,14,-17,10,0,2,0
COc1ccc(N(C(=O)COc2ccccc2)C2C=CS(=O)(=O)C2)c(OC)c1 (stereo unspecified),-3,-1,.,.,.,0,0,6
CC1CC(C)CN(C(=O)COC(=O)c2ccc3ncsc3c2)C1 (stereo unspecified),.,3,15,-26,-3,-1,-1,-4
O=C(NN=Cc1c(F)cccc1F)c1ccccc1NS(=O)(=O)c1cccs1,6,3,.,-8,-8,-1,-1,.
COc1cc(SC)ccc1C(=O)OC(C)C(=O)Nc1ccc(NC(C)=O)cc1 (stereo unspecified),4,17,1,11,5,0,3,.
COc1ccc(C(=O)NCC(=O)OCC(=O)N2CCC(C)CC2)cc1OC,-1,.,33,10,6,.,.,.
O=C1CCC(=O)N1CC1CC2CCC1C2 (stereo unspecified),-48,-6,7,-1,12,3,6,.
O=C(N/N=C/c1ccc(O)c(O)c1)c1ccc(CSc2cccc3cccnc23)cc1,23,-21,10,.,-1,.,0,24
CCOC(=O)c1cc(CC)sc1NC(=O)CN1CCN(C(=O)C2CCCO2)CC1 (stereo unspecified),.,7,4,17,-2,2,-10,0
CC(C)OC(=O)C(NC(=O)c1ccccc1)=C1CCCCC1,-9,17,.,.,.,-3,-3,-15
CCOCCCNC(=O)CN(Cc1ccc(Cl)cc1)S(C)(=O)=O,2,-14,28,.,-25,5,1,0
CC(=O)c1cccc(NCC(=O)c2ccc(C)c([N+](=O)[O-])c2)c1,-2,16,.,15,-8,-1,5,-3
CO[C@H]1CN(C)C(=O)c2cc(NC(=O)Nc3cccc(F)c3)ccc2OC[C@H](C)N(C(C)=O)C[C@@H]1C,30,-11,-20,.,2,2,0,3
OCCCc1ccc(O)c(O)c1,4,0,.,.,.,0,1,4
Cc1cccc(N2CCN(C(=O)c3ccccc3NC(=O)C3CCCCC3C(=O)O)CC2)c1 (stereo unspecified),-1,.,.,15,.,3,0,-4
O=C(c1ccco1)N1CCN(S(=O)(=O)c2ccc(F)cc2)CC1,-3,-5,.,4,.,-1,-1,-1
COc1ccccc1OCCNC1CCCC1,-5,160*,.,-9,.,4,-1,-1
CN(C)CC(=O)N[C@H]1CC[C@H](CCn2cc(C3CCCCC3)nn2)O[C@@H]1CO,-3,3,-3,5,23,1,1,10
COc1cc(OC)c(NC(=O)CCNC(=O)Cn2ccc3ccccc3c2=O)cc1Cl,-24,4,.,.,.,-3,-1,-2
Cc1ccc(S(=O)(=O)N(C)C[C@H]2Oc3ccc(NC(=O)C4CC4)cc3CC(=O)N([C@@H](C)CO)C[C@H]2C)cc1,-2,6,1,-6,-8,1,4,5
Cc1cc2ccccc2c(=O)n1CC(=O)N(C)c1ccc(F)cc1,1,4,.,1,.,-4,6,8

# Compound activity from PubChem.
